# Screening data deposited in PubChem by several laboratories.
# GPR35 arrestin U2OS – inhibition of zaprinast-stimulated GPR35 beta-arrestin translocation – imaging, U2OS, beta-arrestin-GFP, zaprinast agonist, primary screen (AID 2058); inhibition, % at 10 µM; hits with a dose series show IC50 in µM; 0.052% of 290,000 active; U2OS GPR35 beta-arrestin-GFP translocation imaging, zaprinast antagonism; higher % means a stronger effect;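 active means inhibition of at least 50% with at least 30 cells and total cytoplasm GFP at most 10,000,000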
# Yfh1-depleted yeast – enhancers of respiration in Yfh1-depleted yeast, dose response, Friedreich's ataxia, plus single-dose screen (AID 1465). S. cerevisiae Yfh1-off respiration, WST-1 reduction, 72 h; higher fold induction means a stronger effect. one-dose fold induction at 50 µM; EC50 in µM for titrated hits. 0.074% of 220,000 active;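 active means fold induction of absorbance versus untreated yeast above a set limit, then at least 30% activation at any dose in follow-up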;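 further: activators that raise dye reduction in frataxin-depleted yeast; strong numbers were not always called active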
# Dengue-2 NS5 capping – flavivirus cap methylation enzyme inhibition – biochemical, confirmation dose response, primary screen (AID 588689); one-dose inhibition, % at 25 µM; IC50 in µM for titrated hits; 0.3% of 340,000 active; Dengue-2 NS5 methyltransferase capping enzyme assay, biochemical; higher % means a stronger effect; in the data active means a potency from the dose series
# AID2073 – disruptors of CaV2.2 binding to Mint1 – biochemical, HTRF (AID 2073); HTRF protein-protein interaction, Mint1-CaV2.2; higher % means a stronger effect; inhibition, % at 20 µM, or IC50 in µM where a hit was titrated; 0.19% of 290,000 active; in the data active means inhibition mostly above about 51%, no sharp cut-off; further: some results filed as inactive read as strong as hits
# GPR55 activation – GPR55 agonists via beta-arrestin recruitment, primary screen, imaging, U2OS cells, beta-arrestin-GFP redistribution (AID 1961) | U2OS GPR55 beta-arrestin-GFP redistribution imaging; higher % means a stronger effect | activation, % at 10 µM, or EC50 in µM where a hit was titrated | 0.048% of 290,000 active;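 active means activation above 40% with more than 50 cells counted in the well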;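 further: U2OS osteosarcoma cells stably expressing GPR55 and beta-arrestin-GFP; plate controls were DMSO negative control for no effect and LPI positive control for full effect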
# Large T inhibition – TAg ATPase/helicase activity blockers – biochemical (AID 1903); SV40 large T antigen ATPase/helicase inhibition assay; higher % means a stronger effect; inhibition, % at 20 µM; hits with a dose series show IC50 in µM; 0.39% of 310,000 active; in the data active means a potency from the dose series; further: strong numbers were not always called active
# Rac1 GTP hydrolysis – MgcRacGAP GTPase-activating activity inhibitors, confirmation, biochemical, ADP Hunter fluorescence; MgcRacGAP-stimulated Rac1 GTP hydrolysis, ADP Hunter fluorescence; higher % means a stronger effect; GST-tagged Rac1 F28L mutant substrate; one-dose inhibition, % at 30 µM; IC50 in µM for titrated hits; 0.6% of 340,000 active;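 active means first-screen hits whose inhibition reached a set limit at any dose in the follow-up dose series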;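 further: fluorescence reports GDP produced by GAP-driven GTP hydrolysis; strong numbers were not always called active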
# NTR1 agonist – NTR1-driven beta-arrestin-GFP spot formation – imaging, U2OS cells, high content, primary screen (AID 493036). P30989. agonist mode. activation, % at 20 µM. 0.17% of 330,000 active;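 active means activation at or above 40% of the spot to cytoplasm intensity ratio, with at least 20 cells analyzed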;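 further: 0% = DMSO without peptide and 100% = 100 nM NTR1 peptide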
# Target sequence (P30989 whole entry, looked up): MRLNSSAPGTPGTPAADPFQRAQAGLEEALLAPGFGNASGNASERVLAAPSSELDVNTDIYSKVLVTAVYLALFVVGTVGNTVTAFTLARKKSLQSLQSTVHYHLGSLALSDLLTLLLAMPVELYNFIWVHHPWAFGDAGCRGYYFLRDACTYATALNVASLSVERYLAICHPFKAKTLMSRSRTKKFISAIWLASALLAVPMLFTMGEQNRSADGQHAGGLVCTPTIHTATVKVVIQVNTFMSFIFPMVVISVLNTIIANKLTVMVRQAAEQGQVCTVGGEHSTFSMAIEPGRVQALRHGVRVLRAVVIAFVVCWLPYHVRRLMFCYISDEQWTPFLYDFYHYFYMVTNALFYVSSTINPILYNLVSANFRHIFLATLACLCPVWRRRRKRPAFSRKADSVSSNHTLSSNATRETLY
# GPR55 antagonists – GPR55 antagonists blocking LPI-driven arrestin recruitment, primary screen, imaging, U2OS, beta-arrestin-GFP, LPI agonist (AID 2013); U2OS GPR55 beta-arrestin-GFP translocation imaging, LPI antagonism; higher % means a stronger effect; inhibition, % at 10 µM, or IC50 in µM where a hit was titrated; 0.13% of 290,000 active;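 active means spots per cell inhibited over 60%, with over 100 cells counted and total cytoplasm intensity under 500,000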;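 further: U2OS cells stably carrying GPR55 and arrestin-GFP stimulated by 5 µM LPI near EC80; imaged beta-arrestin-GFP aggregate spots per cell after agonist stimulation; plate controls were LPI-stimulated DMSO wells for no effect and DMSO wells without LPI for full effect; some results filed as inactive read as strong as hits; confirmed hits need IC50 under 10 µM and bright autofluorescent wells are also inconclusive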
# NTR1 agonist cell count 20 µM – recorded beside NTR1 agonist, whose call it bears; cell count; measured here: cell count, cytotoxicity flag
# Starred values were filed as active, the others as inactive; i = inactive; x = not tested or not shown.
item	canonical_smiles	AID2073	NTR1 agonist cell count 20 µM	Yfh1-depleted yeast	GPR55 antagonists	Large T inhibition	NTR1 agonist	GPR35 arrestin U2OS	GPR55 activation	Rac1 GTP hydrolysis	Dengue-2 NS5 capping
1	COc1ccccc1NC1=C(N2CCCCC2)C(=O)c2ccccc2C1=O	-8%	54	i	-9%	2%	1.9	-9%	-0.2%	-13%	2%
2	O=C(COc1ccc(Br)cc1)N/N=C1\SCC(=O)N1c1ccc(F)cc1	16%	54	i	1%	12%	3.5	7%	-0.3%	5%	-5%
3	Cc1nnc(SCC2=C(C(=O)O)N3C(=O)C(NC(=O)Cn4nc(C(F)F)c(Cl)c4C)C3SC2)s1 (stereo unspecified)	10%	35	i	8%	28%	2.9	-2%	-0.3%	5%	16%
4	Cc1nn(-c2cc(C(F)(F)F)ccc2Cl)c2nc(C(Cl)(Cl)Cl)[nH]c(=O)c12	11%	54	i	-3%	12%	5.4	-4%	0.8%	10%	-3%
5	Cc1ccc(N/C(CSC(N)=O)=N/S(=O)(=O)c2ccccc2)cc1	6%	81	i	-6%	1%	-0.6	-12%	-0.1%	4%	5%
6	COC(=O)C(Cc1cnc(Cl)s1)(C(=O)OC)c1ccccc1[N+](=O)[O-]	4%	48	i	14%	-12%	8.5	-2%	-0.1%	0%	3%
7	O=P(Cc1ccccc1)(c1ccccc1)c1ccccc1	-6%	87	i	-4%	3%	1.7	-6%	-0.1%	2%	1%
8	C=CCNC(=S)/N=c1\sccn1C	-16%	79	i	6%	5%	3.8	4%	-0.1%	4%	-7%
9	COc1ccc(/C=C(\NC(=O)c2ccc(C)cc2)C(=O)NCCCn2ccnc2)cc1OC	12%	53	x	1%	4%	-1.9	-23%	-0.2%	-1%	-7%
10	O=C(Nc1ccnn1C1CCN(CCCC2CCCC2)CC1)c1ccccc1Cl	8%	82	x	3%	4%	0.5	3%	-0.1%	7%	-3%
11	NC(=O)NCCCC(NC(=O)c1ccc(C#CC2(O)CCCCC2)cc1)C(=O)O (stereo unspecified)	2%	60	i	5%	19%	-0.1	-1%	-0.2%	-2%	-1%
12	CC(C)NC(=O)CCCn1c(=S)[nH]c2cc3c(cc2c1=O)OCO3	-31%	50	i	2%	-1%	-1.2	26%	0.0%	8%	-7%
13	S=C(NCCc1ccc(Cl)cc1)NC1CCCC1	-2%	76	i	9%	6%	0.7	6%	-0.1%	9%	10%
14	CCOC(=O)c1c(C(=O)OCC)c(C)n(Cc2cc(OC)c(OC)c(OC)c2)c1C	2%	72	i	0%	14%	0.8	-6%	-0.2%	-1%	-4%
15	CC/C(O)=C1\C(=O)CCCC1=NCc1nc2ccccc2[nH]1	1%	50	i	12%	-4%	-0.7	-2%	-0.3%	5%	-2%
16	COc1ccc(-c2c(C(F)(F)F)nn(C)c2NC(=O)c2ccco2)cc1	-5%	41	i	0%	7%	-0.1	-7%	0.2%	-7%	10%
17	CCN(CC)S(=O)(=O)c1cc(OC)ccc1N=Nc1ccc(O)c2ncccc12	0%	85	x	-1%	0%	2.7	-13%	0.2%	9%	8%
18	CCOC(=O)COc1c(Cl)cc(C2NC(=S)NC(c3ccccc3)=C2C(C)=O)cc1OC (stereo unspecified)	-11%	59	i	9%	1%	2.3	-6%	0.0%	4%	-4%
19	CC(C)C(=O)NC(c1ccco1)c1c(O)ccc2ccccc12 (stereo unspecified)	-13%	47	i	26%	9%	-2.2	8%	0.2%	7%	-1%
20	O=C1c2ccccc2C(=O)N1CCCOc1ccccc1	-1%	64	i	16%	11%	0.9	-10%	0.0%	-2%	x
21	Cc1c(OCC(=O)NCCCn2ccnc2)ccc2c3c(c(=O)oc12)CCC3	11%	47	x	5%	29%	-1.0	-13%	-0.1%	13%	-3%
22	O=C(c1ccncc1)N1N=C(c2ccc(Br)cc2)CC1c1ccccc1O (stereo unspecified)	11%	44	x	13%	9%	7.0	-14%	0.0%	7%	1%
23	Cc1cccc(C)c1NC(=O)CNC(=O)c1ccccc1	7%	46	x	-6%	-3%	-1.3	19%	0.3%	3%	-3%
24	Cc1ccccc1NC(=O)CN1CCC(NC(=O)Nc2ccccc2)CC1	3%	75	i	2%	10%	-0.9	3%	-0.1%	10%	-10%
25	O=C(Nc1ccc2c(c1)OCO2)c1ccccc1	4%	47	x	5%	-3%	-0.6	-19%	0.7%	4%	0%

# Whole records, looked up by structure:
# CCOC(=O)COc1c(Cl)cc(C2NC(=S)NC(c3ccccc3)=C2C(C)=O)cc1OC (stereo unspecified) in the list: AID2073 = -11%; NTR1 agonist cell count 20 µM = 59; Yfh1-depleted yeast = i; GPR55 antagonists = 9%; Large T inhibition = 1%; NTR1 agonist = 2.3; GPR35 arrestin U2OS = -6%; GPR55 activation = 0.0%; Rac1 GTP hydrolysis = 4%; Dengue-2 NS5 capping = -4%
# Cc1c(OCC(=O)NCCCn2ccnc2)ccc2c3c(c(=O)oc12)CCC3 in the list: AID2073 = 11%; NTR1 agonist cell count 20 µM = 47; Yfh1-depleted yeast = x; GPR55 antagonists = 5%; Large T inhibition = 29%; NTR1 agonist = -1.0; GPR35 arrestin U2OS = -13%; GPR55 activation = -0.1%; Rac1 GTP hydrolysis = 13%; Dengue-2 NS5 capping = -3%

# Continuation:
item	canonical_smiles	AID2073	NTR1 agonist cell count 20 µM	Yfh1-depleted yeast	GPR55 antagonists	Large T inhibition	NTR1 agonist	GPR35 arrestin U2OS	GPR55 activation	Rac1 GTP hydrolysis	Dengue-2 NS5 capping
26	O=C(O)/C=C/c1cnc[nH]1	1%	63	i	8%	4%	0.5	14%	0.5%	0%	-3%
27	CCN(Cc1cc(=O)n2cc(Cl)c(C)c(Cl)c2n1)Cc1nc2ccccc2c(=O)[nH]1	24%	40	i	-4%	12%	0.5	-2%	-0.2%	4%	x
28	O=C(Nc1nc(-c2ccccc2)cs1)c1cccs1	3%	38	i	-8%	4%	-0.2	3%	0.0%	12%	5%
29	CCOC(=O)C1(c2csc(N)n2)COC(=O)C1 (stereo unspecified)	-3%	103	i	16%	-5%	-1.4	-5%	0.0%	2%	-6%
30	NS(=O)(=O)c1ccc(NC(=O)COC(=O)/C(=C/c2cccs2)c2cccs2)cc1	33%	61	i	4%	14%	11	-4%	-0.1%	-10%	7%
31	O=C(c1ccco1)N1CCN(C(c2ccccc2F)c2nnnn2Cc2cccs2)CC1 (stereo unspecified)	-3%	69	i	3%	12%	-2.2	2%	0.2%	-8%	10%
32	CCOc1ccc(Br)cc1S(=O)(=O)Nc1ccc(C(=O)Nc2ccc(C)cc2)cc1	16%	45	i	-1%	4%	1.8	9%	0.1%	11%	-6%
33	CC(C)(CC(=O)O)CC(=O)Nc1cc(C(F)(F)F)cc(C(F)(F)F)c1	3%	52	i	-7%	14%	0.1	-2%	0.0%	-2%	1%
34	Cc1cc(Nc2ccc(Br)cc2F)n2nc(C)nc2n1	-18%	48	i	-1%	-4%	-0.4	6%	0.8%	2%	-1%
35	CCN(CC)c1nc2c(s1)C(=O)NCCC2	1%	52	i	7%	18%	-0.3	-6%	0.7%	1%	-2%
36	O=c1c(-c2ccc3c(c2)OCCO3)coc2cc(OC3OC(CO)C(O)C(O)C3O)ccc12 (stereo unspecified)	2%	69	i	-11%	15%	-0.5	1%	-0.1%	9%	-4%
37	OCC[C@@H]1C[C@@H](O)[C@H](O)[C@@]2(Cc3ccccc3O2)O1	4%	72	x	6%	19%	-0.6	0%	0.2%	6%	-7%
38	O=C(NCc1ccco1)c1ccc2nc3sc4c(c3c(=O)n2c1)CCCC4	17%	x	i	-2%	30%	x	-5%	0.1%	x	x
39	COCCNC(=S)N=Nc1c(O)[nH]c2ccc([N+](=O)[O-])cc12	-10%	53	i	-3%	7%	3.8	-2%	-0.1%	3%	-4%
40	COc1cc(C(=S)N2CCOCC2)ccc1OC(=O)c1ccc([N+](=O)[O-])cc1[N+](=O)[O-]	-19%	60	x	-3%	9%	3.9	-8%	-0.1%	17%	5%
41	Cc1coc2c(C)c3oc(=O)c4c(c3cc12)CCCC4	14%	33	i	-14%	x	3.3	-4%	-0.3%	6%	0%

# Entries above that have a halogen:
item	canonical_smiles	AID2073	NTR1 agonist cell count 20 µM	Yfh1-depleted yeast	GPR55 antagonists	Large T inhibition	NTR1 agonist	GPR35 arrestin U2OS	GPR55 activation	Rac1 GTP hydrolysis	Dengue-2 NS5 capping
2	O=C(COc1ccc(Br)cc1)N/N=C1\SCC(=O)N1c1ccc(F)cc1	16%	54	i	1%	12%	3.5	7%	-0.3%	5%	-5%
3	Cc1nnc(SCC2=C(C(=O)O)N3C(=O)C(NC(=O)Cn4nc(C(F)F)c(Cl)c4C)C3SC2)s1 (stereo unspecified)	10%	35	i	8%	28%	2.9	-2%	-0.3%	5%	16%
4	Cc1nn(-c2cc(C(F)(F)F)ccc2Cl)c2nc(C(Cl)(Cl)Cl)[nH]c(=O)c12	11%	54	i	-3%	12%	5.4	-4%	0.8%	10%	-3%
6	COC(=O)C(Cc1cnc(Cl)s1)(C(=O)OC)c1ccccc1[N+](=O)[O-]	4%	48	i	14%	-12%	8.5	-2%	-0.1%	0%	3%
10	O=C(Nc1ccnn1C1CCN(CCCC2CCCC2)CC1)c1ccccc1Cl	8%	82	x	3%	4%	0.5	3%	-0.1%	7%	-3%
13	S=C(NCCc1ccc(Cl)cc1)NC1CCCC1	-2%	76	i	9%	6%	0.7	6%	-0.1%	9%	10%
16	COc1ccc(-c2c(C(F)(F)F)nn(C)c2NC(=O)c2ccco2)cc1	-5%	41	i	0%	7%	-0.1	-7%	0.2%	-7%	10%
18	CCOC(=O)COc1c(Cl)cc(C2NC(=S)NC(c3ccccc3)=C2C(C)=O)cc1OC (stereo unspecified)	-11%	59	i	9%	1%	2.3	-6%	0.0%	4%	-4%
22	O=C(c1ccncc1)N1N=C(c2ccc(Br)cc2)CC1c1ccccc1O (stereo unspecified)	11%	44	x	13%	9%	7.0	-14%	0.0%	7%	1%
27	CCN(Cc1cc(=O)n2cc(Cl)c(C)c(Cl)c2n1)Cc1nc2ccccc2c(=O)[nH]1	24%	40	i	-4%	12%	0.5	-2%	-0.2%	4%	x
31	O=C(c1ccco1)N1CCN(C(c2ccccc2F)c2nnnn2Cc2cccs2)CC1 (stereo unspecified)	-3%	69	i	3%	12%	-2.2	2%	0.2%	-8%	10%
32	CCOc1ccc(Br)cc1S(=O)(=O)Nc1ccc(C(=O)Nc2ccc(C)cc2)cc1	16%	45	i	-1%	4%	1.8	9%	0.1%	11%	-6%
33	CC(C)(CC(=O)O)CC(=O)Nc1cc(C(F)(F)F)cc(C(F)(F)F)c1	3%	52	i	-7%	14%	0.1	-2%	0.0%	-2%	1%
34	Cc1cc(Nc2ccc(Br)cc2F)n2nc(C)nc2n1	-18%	48	i	-1%	-4%	-0.4	6%	0.8%	2%	-1%
